CXCR6 block = CXCR6 (human) receptor inhibition. CHO-K1 PathHunter CXCR6 beta-arrestin, luminescence. 360,000 compounds, 0.36% hits. O00574. inhibition, % at 20 µM; in the data active means inhibition above about 34%, passing the limit was not always enough;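 further: antagonist mode with CXCL16 agonist at 10 nM final; 0% = 10 nM CXCL16 with DMSO and 100% = unstimulated wells without agonist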
Gli-Sufu block = blocks Gli-Sufu signaling in a luciferase reporter. Sufu-KO-LIGHT fibroblasts, Gli luciferase reporter luminescence. inhibition, % at 5 µM. 340,000 compounds, 0.74% hits. AID 588413;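 active means inhibition above about 55%, limit read from the data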;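 further: 0% = DMSO-treated cells and 100% = wells with medium but no cells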
UBC13 polyUb = human UBC13 polyubiquitination inhibition; 330,000 compounds, 0.47% hits; UBC13 polyubiquitin chain formation, TR-FRET; inhibition, % at 20 µM; P61088; in the data active means inhibition above about 45%, passing the limit was not always enough
Target sequence (P61088 whole entry, looked up): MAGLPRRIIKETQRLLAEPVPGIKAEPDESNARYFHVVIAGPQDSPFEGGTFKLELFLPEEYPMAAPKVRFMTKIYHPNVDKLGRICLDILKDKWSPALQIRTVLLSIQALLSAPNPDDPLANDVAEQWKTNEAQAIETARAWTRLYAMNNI
CCR6 antagonist = blocks CCL20-driven beta-arrestin recruitment at human CCR6 | inhibition, % at 20 µM | 340,000 compounds, 0.49% hits | CHO-K1 CCR6 PathHunter beta-arrestin, luminescence, CCL20-stimulated | P51684;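 active means compounds whose inhibition of the agonist-driven luminescence signal at 20 µM reaches about 50%, limit read from the data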;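 further: cells stimulated with CCL20 at 14 nM final; plate controls were DMSO with CCL20 for no effect and DMSO without agonist for full effect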
APJ agonist = APJ receptor agonism. CHO-K1 APJ PathHunter beta-arrestin, luminescence; 0% DMSO wells, 100% apelin. 330,000 compounds, 0.11% hits. activation, % at 20 µM;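 active means activation more than six SD over the plate average, tested at 20 µM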;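 further: 0% = DMSO alone and 100% = apelin-13 at 10 nM; some results filed as inactive read as strong as hits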
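Incubation: overnight seeding, 90 min compound at 25 °C, 1 h detection; test system: PathHunter CHO-K1 APJ (AGTRL-1) beta-arrestin reporter cells; amount: 1000 cells/well; doses: one dose, 20 µM compound, 1% DMSO; measured by: beta-gal luminescence; measure: agonist-driven arrestin binding to APJ; benchmarks: negative DMSO alone, positive Apelin-13 at 10 nM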
ATG4B inhibitor = ATG4B (human) cysteine protease inhibition | Q9Y4P1 | 340,000 compounds, 0.51% hits | ATG4B cleavage of LC3-PLA2, NBD-HPC fluorescence, 1 h | inhibition, % at 8.33 µM; in the data active means inhibition above about 40%
Target sequence (Q9Y4P1 whole entry, looked up): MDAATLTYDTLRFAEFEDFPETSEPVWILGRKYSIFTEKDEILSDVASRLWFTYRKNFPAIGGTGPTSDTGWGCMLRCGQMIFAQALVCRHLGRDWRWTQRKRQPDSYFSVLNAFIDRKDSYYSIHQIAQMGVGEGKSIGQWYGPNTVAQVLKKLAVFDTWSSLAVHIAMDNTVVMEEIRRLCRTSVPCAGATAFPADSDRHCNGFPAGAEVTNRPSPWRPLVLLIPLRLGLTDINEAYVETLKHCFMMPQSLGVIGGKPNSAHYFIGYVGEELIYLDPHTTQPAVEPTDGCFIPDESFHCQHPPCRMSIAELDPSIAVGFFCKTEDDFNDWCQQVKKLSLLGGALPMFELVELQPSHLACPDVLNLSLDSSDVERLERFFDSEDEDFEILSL
APJ antagonist = antagonists of human APJ apelin receptor | AID 2521 | inhibition, % at 20 µM | CHO-K1 APJ beta-arrestin complementation, luminescence | 330,000 compounds, 0.32% hits;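 active means inhibition above about 40% at 20 µM, limit read from the data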;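 further: cells challenged with 10 nM apelin-13 agonist together with compound; plate controls were apelin-13 plus DMSO wells for no effect and DMSO wells lacking apelin-13 for full effect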
EBI2 antag = antagonists of human EBI2 receptor; 360,000 compounds, 0.81% hits; inhibition, % at 5 µM; EBI2 beta-arrestin recruitment, luminescence, 7a,25-OHC stimulated; in the data active means inhibition above about 38%;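 further: enzyme fragment complementation signal reports receptor beta-arrestin coupling in cells; 0% = agonist plus DMSO wells and 100% = wells without agonist; some results beyond the cut were filed as inactive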
Target sequence (P32249 whole entry, looked up, the tested form may be a part): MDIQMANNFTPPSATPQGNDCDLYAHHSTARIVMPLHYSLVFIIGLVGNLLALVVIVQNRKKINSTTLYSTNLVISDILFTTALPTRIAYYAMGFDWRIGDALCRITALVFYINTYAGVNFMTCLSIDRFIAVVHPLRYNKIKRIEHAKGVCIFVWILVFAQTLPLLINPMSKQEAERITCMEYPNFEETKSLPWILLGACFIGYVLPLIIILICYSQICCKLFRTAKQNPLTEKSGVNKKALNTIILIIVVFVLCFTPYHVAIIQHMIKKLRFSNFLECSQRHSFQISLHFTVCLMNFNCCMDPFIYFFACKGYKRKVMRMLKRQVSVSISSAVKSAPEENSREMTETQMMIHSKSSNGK
An asterisk follows results filed as active; / = no result given. Outcome played no part in choosing rows; 3% or so of the library scored in one or more.

SMILES	CXCR6 block	Gli-Sufu block	UBC13 polyUb	CCR6 antagonist	APJ agonist	ATG4B inhibitor	APJ antagonist	EBI2 antag
CC(Oc1ccccc1)C(=O)Nc1oc(-c2ccco2)c(-c2ccco2)c1C#N (stereo unspecified)	-7	-11	-16	15	-1	7	-11	-2
Cc1ccc(S(=O)(=O)Cc2cc(-c3ccc(Cl)cc3)no2)cc1	-1	4	-6	20	-2	7	7	9
C=CCn1cc(C(=O)N2CCc3ccccc3C2)c(=O)c2cc(S(=O)(=O)N(CC)CC)ccc21	-5	7	6	0	0	17	-5	12
CCCn1nc(C(=O)NNC(=O)CCOc2ccccc2OCC)c2ccccc2c1=O	-6	-6	3	-6	-4	-2	-20	2
CSCCC(NC(=O)c1ccc(Cl)cc1)C(=O)OCC(=O)N1CCCC1=O (stereo unspecified)	-6	0	5	-10	-4	2	15	2
CCCCOc1ccc(C(=O)N/C(=C\c2cccc([N+](=O)[O-])c2)C(=O)OCc2ccco2)cc1	3	-1	3	14	-2	-7	19	12
COc1ccc(-c2cc(=O)c3ccccc3s2)cc1	11	-87	8	13	-7	-2	-2	10
Cc1cc(C)cc(OC(=O)c2cccnc2)c1	2	-2	4	-7	-3	-5	10	4
COc1ccc(-c2nnc(-c3ccccc3)o2)cc1OC	9	-21	7	4	-2	0	-2	5
COc1ccc(S(=O)(=O)N2CCOCC2)cc1NC(=O)CN(C)CC(=O)Nc1cccc(F)c1	0	-2	-6	-1	0	-7	11	-1
COc1ccc(NC2=C(C(C)=O)C(c3ccc4c(c3)OCO4)C(C(C)=O)C(C)(O)C2)cc1 (stereo unspecified)	0	0	-5	9	-1	-10	-3	11
C=CCn1c(SCC(=O)NCC2CCCO2)nc2scc(-c3ccc(OC)cc3)c2c1=O (stereo unspecified)	-3	11	-2	16	7	-1	19	15
CCn1c2ccccc2c2cc(NC(=O)c3ccc(C)c([N+](=O)[O-])c3)ccc21	4	0	-20	19	-1	-7	8	2
COc1ccc(N2CCN(C(=O)c3ccc(CNS(=O)(=O)c4cccc(OC)c4)cc3)CC2)cc1	-15	26	-10	7	3	-14	4	-4
COc1ccc(C2C(C(=O)c3ccccc3)=C(C)Nc3nc4ccccc4n32)cc1OC (stereo unspecified)	8	4	0	-6	-4	2	33	8
Cc1onc(-c2c(Cl)cccc2Cl)c1C(=O)Nn1cnnc1	10	0	6	-19	-1	-1	17	-14
NC(=O)NOCc1ncc(C(F)(F)F)cc1Cl	4	-13	5	-4	-4	-1	19	12
Oc1ccc(N=Nc2ccccc2)cc1	16	-41	-15	20	-6	2	23	8
CNC(=O)C12CC3CC(C1)CC(c1ccc(C)cc1)(C3)C2	1	10	0	10	-4	-6	8	8
CCC(=O)Nc1c(C(=O)Nc2ccc3c(c2)OCCO3)oc2ccccc12	4	-91	-6	12	-1	-10	29	-11
Cc1cc(NC(=O)Nc2cccc([N+](=O)[O-])c2)no1	14	-9	-6	14	-2	-5	2	-3
O=[N+]([O-])c1ccc(Cl)c(S(=O)(=O)Nc2ccc3cn[nH]c3c2)c1	-12	-1	-2	6	-4	0	-3	-5
O=C(c1ccc(COc2ccccc2Br)o1)N1N=C(C(F)F)CC1(O)C(F)F (stereo unspecified)	-1	-3	5	-5	-3	22	8	0
Cc1cccc(C(=O)Nc2cc(Cl)ccc2-n2cncn2)c1[N+](=O)[O-]	7	1	1	13	-1	1	2	8

Taken from above.
For ATG4B inhibitor, `COc1ccc(C2C(C(=O)c3ccccc3)=C(C)Nc3nc4ccccc4n32)cc1OC` (stereo unspecified) has 2
For ATG4B inhibitor, `CCn1c2ccccc2c2cc(NC(=O)c3ccc(C)c([N+](=O)[O-])c3)ccc21` has -7
For APJ antagonist, `CNC(=O)C12CC3CC(C1)CC(c1ccc(C)cc1)(C3)C2` has 8
For CCR6 antagonist, `CCC(=O)Nc1c(C(=O)Nc2ccc3c(c2)OCCO3)oc2ccccc12` has 12
For APJ antagonist, `Oc1ccc(N=Nc2ccccc2)cc1` has 23

(more compounds)
SMILES	CXCR6 block	Gli-Sufu block	UBC13 polyUb	CCR6 antagonist	APJ agonist	ATG4B inhibitor	APJ antagonist	EBI2 antag
O=S(=O)(c1cnc[nH]1)N1CCN(C(c2ccc(F)cc2)c2ccc(F)cc2)CC1	3	3	-3	8	3	-14	3	-6
NC(=O)COC(=O)CCSc1ccc(Cl)cc1	-12	9	2	8	2	12	-16	-1
COCCNC(=O)COc1ccc(Br)cc1Cl	0	-13	-2	5	-9	1	16	1
Cc1ccsc1C1C(C#N)=C(N)OC2=C1C(=O)CC(C)(C)C2 (stereo unspecified)	1	-12	-8	7	-2	2	-6	1
CN(Cc1ccccc1)C(=O)COC(=O)Cc1ccc(Cl)cc1	0	2	6	9	-4	-7	7	8
CC(C)CCn1c(COc2ccccc2)n[nH]c1=S	-20	0	7	-6	-4	-8	-9	-4
Cc1nc(S/C(=C/c2ccc(-c3cc(Cl)ccc3C)o2)C(=O)O)n[nH]1	-3	3	-17	12	-3	-1	25	-16
Cc1ccc(S(=O)(=O)CCC(=O)Nc2nccs2)cc1	1	-3	4	-6	-3	-3	-6	-6
c1cc2c(cc1CN1CCOCC1)OCO2	0	1	-5	0	2	-17	7	-11
CC12CCC(=O)C=C1CCC1C2CCC2(C)C(C(=O)CO)CC(O)C12 (stereo unspecified)	4	4	/	11	/	-3	/	5
O=C(COC(=O)c1ccco1)Nc1ccccc1	-5	-11	0	-6	-3	-6	26	1
Cc1ccc(NC(=S)NCc2ccc(S(N)(=O)=O)cc2)cc1Cl	-11	19	-11	-4	2	3	-8	9
CC1CCN(S(=O)(=O)c2ccc(NC(=O)CCN3C(=O)C4CC=CCC4C3=O)cc2)CC1 (stereo unspecified)	1	-11	2	5	-2	-13	-7	-6
O=C(CN1CCN(Cc2ccccc2)CC1)Nc1cccc(C(F)(F)F)c1	-1	36	-6	16	-2	2	13	-5
CC(OC(=O)c1ccco1)C(=O)Nc1ccc(Cl)cn1 (stereo unspecified)	0	30	-9	-8	-2	-5	9	-7
COc1ccc2nc(N3C(=O)CC(Cc4ccc(Cl)cc4)C3=O)sc2c1 (stereo unspecified)	5	-5	-5	16	-5	-13	4	12
Cc1nn(C)cc1/C=N/NC(=O)Cn1nccc1C	-5	5	-4	-3	3	-1	9	-11
Nc1ccc2nc(-c3ccccn3)[nH]c2c1	-12	-24	7	-1	1	-9	-9	-9
Nc1nnc(SCC(=O)Nc2ccccc2N2CCOCC2)s1	1	1	-1	-6	-2	-4	-6	12
O=C(NCc1ccccc1)c1ccc(F)c(S(=O)(=O)N2CCOCC2)c1	-7	1	-7	1	4	-9	-12	1
COc1ccc(CCC(=O)NNC(=O)c2cc(Cl)ccc2OC)cc1OC	0	-15	9	2	-1	-1	20	-14
Cc1ccc(-c2c(C)n([O-])c3c([n+]2=O)CCC3)cc1	4	-13	1	10	-2	13	-7	0
Nc1ccc(N2CCCCC2)cc1N1CCCCC1	-6	4	-13	3	-3	4	-5	7
O=C(COc1ccc(Br)cc1)N1CCCCCC1	3	34	-5	-11	-3	3	-15	43
CCc1cccc2c(C(=O)C(NCCCOC)c3ccccc3)c[nH]c12 (stereo unspecified)	2	19	28	11	-1	-1	-3	4
Cc1ccc(Sc2ncnc3onc(C)c23)cc1	12	0	17	18	-1	1	10	-30
CN1CCN(c2ccc(NC(=O)CSc3nnnn3-c3ccccc3Cl)cc2)CC1	4	-20	3	16	-2	4	15	-5
CCN(CC)C(=O)CCc1nnc(CCc2c[nH]c3ccccc23)o1	0	-10	-1	5	-2	16	19	-7
O=C(O)c1cccc(S(=O)(=O)N(Cc2ccccc2)c2ccccc2)c1	-7	-14	2	-2	-2	-3	19	10
CCSC1=C(C#N)C(c2ccc(C)s2)CC(=O)N1 (stereo unspecified)	0	0	-7	14	0	24	-4	13
COc1ccc(S(=O)(=O)N(CC(=O)NCC2CCCO2)Cc2ccccc2)cc1 (stereo unspecified)	0	-23	-2	-2	-1	-3	23	-5
COCCCN1C2=C(C(=O)CC(C)(C)C2)C(c2ccc(O)c(OC)c2)C2=C1CC(C)(C)CC2=O	-5	28	-14	38	-1	-8	-21	0
COc1ccc([N+](=O)[O-])cc1NC(=O)C(C)OC(=O)c1cccnc1 (stereo unspecified)	0	1	-23	18	-3	-2	7	-6
Cc1cc(C(=O)N/N=C/c2cccc3ccccc23)c(C)o1	-3	5	-5	7	-1	-14	-30	7
COc1ccc(CNCCC(c2ccc(F)cc2)c2ccc(OC)cc2)cc1 (stereo unspecified)	-11	24	5	21	-3	6	3	3
Cc1ccccc1NC(c1cccc(Cl)c1)c1nnnn1C1CCCCC1 (stereo unspecified)	9	-14	-5	6	0	1	8	18
COc1cccc(-c2cccc(NC(=O)C3CCN(CC4CCOC4)CC3)c2)c1 (stereo unspecified)	9	0	9	13	-5	12	19	-2
CCOc1ccc(N2C(=O)CC(NCCc3c[nH]c4ccccc34)C2=O)cc1 (stereo unspecified)	3	3	2	-7	-1	-11	-17	14
CCOC(=O)C1(Cc2cccc(OC)c2)CCN(Cc2cccc(OC)c2O)CC1	0	28	2	18	-2	19	10	21
O=S(=O)(/N=C(/Nc1cc(N2CCOCC2)ncn1)c1ccccc1)c1ccccc1	-1	-1	-5	-21	-5	0	0	0
COc1ccc(CN(C(=O)/C=C/c2ccco2)C2CCS(=O)(=O)C2)cc1OC (stereo unspecified)	-2	21	-7	6	4	-10	-35	-2
O=C(CSc1nccc(=O)[nH]1)Nc1ccc(Br)c(Cl)c1	1	8	-3	-4	-3	8	-1	-6
Cc1sc(Cc2nc(O)cs2)nc1-c1ccccc1	52*	-5	1	33	-9	-8	45*	5
Cc1cc(C)c(OCC(=O)N/N=C/c2ccco2)c(C)c1	-4	-5	-16	12	-4	-3	1	2
CC1(C(=O)OCC(=O)Nc2ccc(C(N)=O)cc2)CC1(Cl)Cl (stereo unspecified)	-4	4	-7	0	-1	-4	16	11
CC1C(=NO)C(C)C(c2ccccc2)NC1c1ccccc1 (stereo unspecified)	-11	-1	12	-11	-4	4	7	-13
CCc1nc(N)c(C#N)c(-c2ccc(F)cc2)c1C	5	6	0	-9	-2	-8	8	-3
O=C(Cn1cnc([N+](=O)[O-])c1)c1ccc(F)cc1	0	-8	0	8	-4	4	10	0
Cc1cc(NCCOCCO)n2ncc(-c3ccc(Cl)cc3)c2n1	6	-125	11	-5	4	-12	1	8
COc1cccc(NC(=O)CCC2CCN(C(=O)c3scnc3C)CC2)c1	4	-3	2	14	-2	0	-4	5
COC(=O)Cn1ccc(-c2ccc(Cl)cc2)c(C#N)c1=O	-5	-9	8	1	-3	4	5	-1
O=C(c1ccccc1)N(Nc1ccccc1)c1ccccc1	-4	9	-4	3	-4	18	11	-14
CCOP(=O)(OCC)c1nc(-c2cccc3ccccc23)oc1NCc1ccccc1	19	0	18	-1	-5	-5	-7	6
CCN(CC)S(=O)(=O)c1ccc2c(c1)N(CC(=O)NCc1ccco1)C(=O)CO2	0	-9	-6	10	1	-6	-3	-13
O=C(Nc1cccc(-c2csc(Nc3ccc(Cl)cc3)n2)c1)c1cccc(C(F)(F)F)c1	-8	-1	-30	6	3	7	-6	42
CCC1CCc2c(c3ccccc3[nH]c2=O)O1 (stereo unspecified)	-14	-12	3	7	-1	-4	7	-4
COc1ccc(NC(=O)COc2ccc(C(=O)NCc3cccnc3)cc2OC)cc1	0	-3	-10	12	-3	-2	18	12

Quoted at random: 2 records from the list, in no set order.
SMILES	CXCR6 block	Gli-Sufu block	UBC13 polyUb	CCR6 antagonist	APJ agonist	ATG4B inhibitor	APJ antagonist	EBI2 antag
COC(=O)Cn1ccc(-c2ccc(Cl)cc2)c(C#N)c1=O	-5	-9	8	1	-3	4	5	-1
CCOP(=O)(OCC)c1nc(-c2cccc3ccccc23)oc1NCc1ccccc1	19	0	18	-1	-5	-5	-7	6
